# IP6K1 inhibitor: Primary qHTS assay for small molecule inhibitors of Inositol hexaphosphate kinase 1 (IP6K1); IP6K1 kinase, ADP-Glo luminescence, 2 h; hits give low values; activity change, % (series mostly up to about 58 µM); 140,000 tested, 0.81% active; AID 1645851, 2021; in the data active = activity change below about -25%
# Target sequence (Q92551 whole entry, looked up): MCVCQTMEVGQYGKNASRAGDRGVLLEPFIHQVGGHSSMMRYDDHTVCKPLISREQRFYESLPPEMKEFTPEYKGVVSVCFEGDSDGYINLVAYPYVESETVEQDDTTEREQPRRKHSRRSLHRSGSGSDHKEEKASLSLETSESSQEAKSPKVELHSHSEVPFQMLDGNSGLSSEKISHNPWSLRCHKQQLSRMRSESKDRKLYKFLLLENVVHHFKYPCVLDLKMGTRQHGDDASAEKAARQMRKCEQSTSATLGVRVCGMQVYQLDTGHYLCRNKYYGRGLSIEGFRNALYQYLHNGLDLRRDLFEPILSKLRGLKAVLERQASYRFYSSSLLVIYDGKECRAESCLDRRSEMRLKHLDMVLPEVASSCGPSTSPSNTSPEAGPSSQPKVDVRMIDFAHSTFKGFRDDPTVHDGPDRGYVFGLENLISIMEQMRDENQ
#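 ADP-Glo luminescence measures ADP made by human IP6K1 during a 2 h RT reaction with ATP/IP6 (mix at 1.3 mM/130 uM); top library doses 57.5 and 19.1 uM final.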
# HEK293 tox: Cytotoxic Profiling in HEK 293 Cell Line of Diverse Libraries Using Quantitative High-Throughput Screening | Potency, µM (top dose mostly 115 µM), for the others: at the top dose activity change, negative = cytotoxicity, hits mostly inhibitors | AID 1345083, 2018 | 94,000 tested, 6.6% active | HEK 293 viability, ATP luminescence (CellTiter-Glo), 48-72 h; note: potency is the fitted concentration of half-maximal effect; nearly all actives have a fitted effect of over 60% in size
#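 Viability of HEK 293 cells, plated at 250 cells/well, was judged by cellular ATP after compound treatment for 48 or 72 hr. Luminescence was imaged 10 min after CellTiter-Glo addition at room temperature.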
# SNCA expr inh: Primary qHTS assay for inhibitors of alpha-synuclein gene (SNCA) expression; HEK-293 SNCA-luciferase knock-in, luminescence, 24 h; Potency, µM (top dose mostly 57.2 µM), for inactives: top-dose activity change, negative = inhibition, most hits filed as inhibitors; 140,000 tested, 0.17% active; AID 1671194, 2021;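 note: potency is the fitted concentration of half-maximal effect; plate controls were DMSO cells for no effect and cell-free wells for full effect; nearly all actives have a fitted effect of over 45% in size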
# HEK293 viab: GF-AFC viability counterscreen for inhibitors of alpha-synuclein gene (SNCA) expression. Potency, µM (doses to about 57.1 µM), for inactives: top-dose activity change, negative = cytotoxicity, usual class: cytotoxic. 150,000 tested, 0.12% active. AID 1671193, 2021. HEK-293-SNCA-luc viability, GF-AFC fluorescence, 24 h;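 note: potency is the fitted concentration of half-maximal effect; 0% = DMSO-treated cells and -100% = medium-only wells without cells; nearly all actives have a fitted effect of over 30% in size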
#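 Cytotoxicity counterscreen: after 24 h compound treatment of genome-edited SNCA-luciferase HEK-293 cells, live-cell protease substrate GF-AFC read by fluorescence after 30 min; activity scaled between DMSO (0%) and medium-only (-100%), curves Hill-fitted.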
# NIH3T3 tox: Cytotoxic Profiling in NIH 3T3 Cell Line of Diverse Libraries Using Quantitative High-Throughput Screening. 94,000 tested, 4.3% active. Potency, µM (series often up to 96.7 µM), for inactives: at the top dose activity change, negative = cytotoxicity, actives largely listed as inhibitors. AID 1345082, 2018. NIH 3T3 viability, CellTiter-Glo ATP luminescence, 48-72 h; note: potency is the fitted concentration of half-maximal effect; nearly all actives have a fitted effect of over 55% in size
#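 Cytotoxicity was measured by CellTiter-Glo ATP luminescence after 48 or 72 h compound exposure at 37 °C. Mouse NIH 3T3 fibroblasts were seeded at 400 cells/well and dosed by 23 nL pin transfer.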
# GPT2 inh: Primary qHTS assay for inhibitors of Glutamate pyruvate transaminase 2 (GPT2); Alanine aminotransferase 2 (Homo sapiens), Q8TD30; Recombinant GPT2, coupled pyruvate oxidase/HRP Amplex Red fluorescence; Potency, µM (series often up to 57.7 µM), without a hit: top-dose activity change, negative = inhibition, hits mostly inhibitors; 100,000 tested, 0.25% active; AID 1671188, 2021; note: potency is the fitted concentration of half-maximal effect; nearly all actives have a fitted effect of over 60% in size; many of its hits are not listed in these tables
# Target sequence (Q8TD30 whole entry, looked up): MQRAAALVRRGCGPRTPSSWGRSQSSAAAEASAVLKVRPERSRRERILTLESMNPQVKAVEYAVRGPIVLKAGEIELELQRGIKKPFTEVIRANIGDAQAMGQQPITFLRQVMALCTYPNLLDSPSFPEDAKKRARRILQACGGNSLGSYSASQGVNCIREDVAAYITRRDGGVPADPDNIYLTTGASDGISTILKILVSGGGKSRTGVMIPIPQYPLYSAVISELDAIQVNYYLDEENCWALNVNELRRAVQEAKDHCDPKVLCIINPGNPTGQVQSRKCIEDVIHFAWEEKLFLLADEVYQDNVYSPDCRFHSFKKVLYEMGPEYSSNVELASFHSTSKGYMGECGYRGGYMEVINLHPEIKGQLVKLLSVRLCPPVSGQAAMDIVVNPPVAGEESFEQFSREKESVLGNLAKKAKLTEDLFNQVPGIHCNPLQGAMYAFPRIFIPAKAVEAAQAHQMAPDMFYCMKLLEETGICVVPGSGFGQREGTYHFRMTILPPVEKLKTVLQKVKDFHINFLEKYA
#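 Fluorescence of coupled pyruvate oxidase/HRP/Amplex Red system (50uM Amplex, 30 min, dark) reports pyruvate formed by GPT2. Enzyme reaction: 10ng/uL GPT2, 2mM L-alanine, 250uM a-KG, 30 min room temperature, pH 7.5; 50uM AOA control.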
# FLuc inh: Firefly luciferase inhibition profiling of diverse chemical library using quantitative high-throughput screening. 76,000 tested, 2.5% active. purified P. pyralis luciferase, luminescence, biochemical. Potency, µM (titrated, usually from 115 µM), inactives show at the highest dose activity change, negative = inhibition, hits mostly inhibitors. AID 1347043, 2019; note: potency is the fitted concentration of half-maximal effect; nearly all actives have a fitted effect of over 65% in size
#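 Purified P. pyralis luciferase (10nM final) in 50mM Tris acetate pH 7.5, 10mM Mg acetate, 0.01% Tween-20, 0.05% BSA with 10uM D-luciferin and 10uM ATP. Compounds titrated qHTS. Luminescence imaged on CCD.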
# The depositor's hits bear a star; i = inactive; ? = inconclusive; · = no result given; [ ] = dose if it differs, or a comment. Unless noted, calls come from the whole dose curve; as a rule, active = well fitted curve in the direction sought with a large enough effect; inconclusive = small, poorly fitted or top-dose-only effect, or another doubt; inactive = no such curve, though single readings can be large; an effect the other way counts as inactive or inconclusive. Unless noted, % is set by controls: 0 for no effect and ±100 for the full control effect. Some of the compounds tested; rates above refer to the full screens.
SMILES,IP6K1 inhibitor,HEK293 tox,SNCA expr inh,HEK293 viab,NIH3T3 tox,GPT2 inh,FLuc inh
Cc1ccccc1NC(=O)N1CCC(CCNC(=O)c2cccc(F)c2)CC1,-15,-13%,-29%,-7%,-5%,i,4%
O=C(c1ccc(C(F)(F)F)cc1)N1CCC(N2CCNC2=O)CC1,-13,-1%,25%,3%,0%,i,·
CN1C(=O)[C@H]2CN(Cc3cc(F)cc(F)c3)C[C@H]2C1=O,2,4%,-3%,-1%,i,i,7%
COCC1(C(=O)N2CCN(C)C3(CCNC(=O)CC3)C2)CC1 (stereo not drawn),3,-6%,-14%,4%,4%,i,-8%
CC(C)CCNC(=O)N1c2ccccc2CC1c1noc(C2CCOCC2)n1 (stereo not drawn),11,-20%,91%[activator],-12%,-28%,-3%,?
CN(Cc1cccn1C)C(=O)NC1CCCC1,-8,?,-16%[87.6 µM],?,?,i,3%[172 µM]
CN1C[C@@H](NC(=O)c2ccccn2)C[C@H]1c1nc(-c2ccc3ccccc3c2)no1,-13,?,83%[activator][87.6 µM],-9%[87.6 µM],?,5%[88.5 µM],32µM*
O=C(CN1C(=O)NC2(CCCCC2)C1=O)NC1CCc2ccccc21 (stereo not drawn),13,-5%,22%,-10%,-22%,i,-7%
CCOc1ccccc1NC(=O)CCS(=O)(=O)c1ccc2c(c1)oc(=O)n2C,39,·,-4%,-7%,·,·,·
COc1ccc(CNC(=O)C2CCN(c3nccc(Nc4ccc(C)cc4)n3)CC2)cc1,0,?,7%,-2%[12.5 µM],28µM*,1%,·
CCN(CC)c1cc(C)c2cc(NC(=O)c3cc(OC)cc(OC)c3)ccc2n1,-1,·,-24%,2%,·,·,·
COc1ccc(NC(=O)c2cnc3c(c2)N(C(=O)Cc2cccc(C(F)(F)F)c2)CCC3)cc1OC,5,?,5%,-7%,?,-2%,4%
CCOc1ccc(S(=O)(=O)N2CCCN(C(=O)C3CC3)c3ccccc32)cc1,-1,?,-22%,8%,-9%,-6%,-3%
O=C(Nc1ccc([C@@H](O)[C@H]2COCC(=O)N2CCCc2ccccc2)cc1)C1CCC1,-5,-10%[172 µM],-22%[87.6 µM],8%[87.6 µM],-17%[138 µM],?,6%[172 µM]
COc1cccc(S(=O)(=O)N2CCC3(CC2)CNC(C(=O)O)C3)c1 (stereo not drawn),-9,-1%,-3%,-1%,-14%,-1%,0%
CCCc1noc(-c2ccn3c(CNC(=O)c4cc(F)ccc4F)nnc3c2)n1,15,4%,-24%,3%,-7%,-12%,0%
Cc1ccc(CNC(=O)CCNS(=O)(=O)c2ccc3c(c2)oc(=O)n3C)cc1,-14,·,19%,6%,·,·,·
COc1ccc(-c2cc3c(=O)n(CCNC(=O)c4ccc(C)c(F)c4)ccn3n2)cc1,-9,3%,109%[activator],-4%,-14%,i,-23%
COc1ccccc1-c1cccc(C(=O)N2CCN(C(C)=O)CC2)c1,32,-20%[172 µM],1%[87.6 µM],10%[12.5 µM],-28%[138 µM],-10%[88.5 µM],·
Cc1cc(C)n(Cc2ccc(C(=O)N3C[C@@H](Oc4cccnc4)C[C@H]3C(N)=O)o2)n1,8,i,12%,-5%,i,i,-3%
CN1CCN(C(=O)c2nn(C)c3c2CCCC3)CC12CCNC(=O)CC2 (stereo not drawn),0,i,-4%,-1%,2%,i,4%
Cc1cccc([C@H]2C[C@@H](O)[C@@H](O)[C@@H]2NCC(C)(C)O)c1,12,?,?,2%[87.6 µM],-5%[230 µM],3%[88.5 µM],-6%[230 µM]
Cc1cc(C)c(NC(=O)Cn2nnc(C(=O)NCc3cccs3)c2N)c(C)c1,2,·,-14%,16%,·,·,·
COc1ccccc1NC(=O)N1CCCC(Cn2cnc3cccnc32)C1 (stereo not drawn),-11,-6%,-5%,-6%,0%,i,1%
O=C1CCCc2cc(S(=O)(=O)NCC3CCC(C(=O)Nc4ccccc4F)CC3)ccc2N1 (stereo not drawn),-15,·,16%,-4%,·,·,·

# Retrieved by structure from the entries so far (2):
SMILES,IP6K1 inhibitor,HEK293 tox,SNCA expr inh,HEK293 viab,NIH3T3 tox,GPT2 inh,FLuc inh
CN(Cc1cccn1C)C(=O)NC1CCCC1,-8,?,-16%[87.6 µM],?,?,i,3%[172 µM]
O=C(Nc1ccc([C@@H](O)[C@H]2COCC(=O)N2CCCc2ccccc2)cc1)C1CCC1,-5,-10%[172 µM],-22%[87.6 µM],8%[87.6 µM],-17%[138 µM],?,6%[172 µM]

# New compounds follow:
SMILES,IP6K1 inhibitor,HEK293 tox,SNCA expr inh,HEK293 viab,NIH3T3 tox,GPT2 inh,FLuc inh
Cc1cccc(OCC(=O)N2C[C@@H](CO)[C@H](c3ccccn3)C2)c1,42,-12%,-3%,1%,?,-8%,-10%
Cn1nc(C(=O)Nc2ccccc2C#N)c2c1-c1ccccc1SC2,14,·,0%,5%,·,·,·
COc1ccccc1Nc1c2c(nc3ccc(NC(=O)c4ccc(OC)c(OC)c4)cc13)CCCC2,22,·,-20%,?,·,·,·
O=C1NCCC[C@@H]1NC(=O)[C@H]1CN(C(=O)NC2CCCCC2)CCN1S(=O)(=O)c1ccc(F)cc1,6,i,-24%,2%,-33%,-1%,1%
CCn1cc(S(=O)(=O)c2ccc(C)cc2C)c(=O)c2cc(F)c(N3CCCC3)cc21,7,·,-26%,-24%,·,·,·
CCCNC(=O)N[C@@H]1C[C@H](Cn2cc(CN(C)C)nn2)[C@@H](O)[C@H]1O,8,0%[172 µM],-10%[87.6 µM],2%[87.6 µM],-1%[138 µM],i,5%[172 µM]
CCSc1ncc(Cl)c(C(=O)Nc2ccc(S(=O)(=O)N3CCCCC3CC)cc2)n1 (stereo not drawn),-13,·,-16%,-7%,·,·,·
COC[C@@H]1[C@H](NC(=O)c2cc(N3CCCCC3)ccc2Cl)[C@@H]2CCO[C@H]12,7,?,?,3%,-1%,i,0%
O=C([C@@H]1C[C@H](F)CN1C(=O)C1(c2ccccc2)CC1)N1CCCCC1,10,-13%,-23%,-4%,-20%,i,·
CCOC(=O)c1cnc2c(Cl)c(Cl)ccc2c1NCCN1CCOCC1,-10,·,20%,-9%,·,·,·
O=C(Cn1nnc(-c2ccccc2Cl)n1)Nc1ccc(Br)cc1,0,·,15%,2%,·,·,·
N=C(N)c1ccc(OCCCCCOc2ccc(C(=N)N)cc2)cc1 (tested in a mixture with another compound),·,·,-20%,-13%,·,-1%,·
COc1ccccc1-n1nc(-c2ccccc2)c2cnc3c(F)cc(F)cc3c21,4,·,-1%,-3%,·,·,·
COc1ccc(F)c(CN2CCCC(O)(CN3CCC(C)CC3)C2=O)c1 (stereo not drawn),35,?,-7%,-14%,-2%,-8%,-7%
CC(C)CN1C(=O)CCc2cc(NC(=O)c3ccc(N(C)C)cc3)ccc21,8,28µM*,-26%,?,?,-9%,?
COc1ccc(F)cc1[C@@H](NC(=O)C1=NNC(=O)CC1)C1CC(O)C1 (stereo partly drawn),26,-12%,2%,9%,0%,-40%,-5%
CCn1nc(C(C)C)cc1C(=O)NCCS(=O)(=O)N1CCCC1,16,-3%,4%,4%,-20%,i,2%
CC(C)(C)NC(=O)Cn1cc(S(=O)(=O)Cc2ccccc2Cl)c2ccccc21,10,·,20%,-30%,·,·,·
COC[C@@H]1CN(C(=O)c2n[nH]c3ccccc23)C[C@H]1c1nc(C)no1,3,4%,-15%,-2%,-9%,i,-11%
CCc1ccc(NC(=O)CSc2nc3c(oc4ccccc43)c(=O)n2-c2cccc(C)c2)cc1,-11,·,-13%,-9%,·,·,·
COCc1nnc(C2CC3(CCN(C(=O)c4ccc(OC)nc4)CC3)CN2C)o1 (stereo not drawn),3,i,-4%,3%,-7%,2%,·
Cc1ccc(-c2cc(N3CCCN(C(=O)c4ccco4)CC3)n[nH]2)cc1C,9,?,65%[activator],7%,32µM*,i,-5%
O=C1Cc2cc(S(=O)(=O)N3CCCCC3)cc3c2N1CCC3,3,·,7%,-4%,·,·,·
CCOc1ccc(NC(=O)CC2C(=O)N(c3ccccc3)C(=O)N2Cc2ccc3c(c2)OCO3)cc1 (stereo not drawn),-11,·,-8%,-5%,·,·,·
COc1cccc(CN2CCn3c(nnc3[C@@H]3C[C@@H](O)CN3Cc3cccnc3)C2)c1,19,-17%,10%,2%[12.5 µM],-18%,i,-1%
SMILES,IP6K1 inhibitor,HEK293 tox,SNCA expr inh,HEK293 viab,NIH3T3 tox,GPT2 inh,FLuc inh
COc1cccc(C(=O)N2CCCC(c3noc(COc4ccccc4)n3)C2)c1 (stereo not drawn),22,?,1%,-1%[12.5 µM],-29%,i,4%
COc1cc(OC)c(-c2cc(C(=O)NCc3ccc(F)cc3)c3c(-c4ccccc4)[nH]nc3n2)cc1OC,5,·,?,?,·,·,·
Cn1nccc1C(=O)N1C[C@@H](COc2ccccc2)[C@H](C(N)=O)C1,23,-12%,0%,2%,-8%,?,0%
COc1ccc(C(=O)Nc2ccc(-n3nncc3-c3ccccc3)cc2)cc1OC,-17,·,6%,18%,·,·,·
COc1ccc(C2Cn3nnc(C(=O)N4CCN(C(=O)c5ccc(C)cc5C)CC4)c3CO2)cc1 (stereo not drawn),-25*,?,?,-25%,?,3%,-20%
O=C(Cc1ccc(OC(F)(F)F)cc1)NCc1nnc2ccc(-c3ccc(F)cc3)nn12,10,-8%,7%,6%,-15%,i,0%
Cc1ccc(N2CC(c3noc(-c4cc(F)cc(F)c4)n3)CC2=O)cc1 (stereo not drawn),-1,-25%,35%[activator],8%,?,5%,-10%
Oc1ccc(NCCN2CCCC2)cc1,-25,?,?,?,45µM*,i,·
CCOc1ccc(NC(=O)CSc2nc3ccccc3c(=O)n2CCC(=O)NC2CCCCC2)cc1,2,·,-7%,4%,·,·,·

# Entries listed so far that contain a CF3 group (three):
SMILES,IP6K1 inhibitor,HEK293 tox,SNCA expr inh,HEK293 viab,NIH3T3 tox,GPT2 inh,FLuc inh
O=C(c1ccc(C(F)(F)F)cc1)N1CCC(N2CCNC2=O)CC1,-13,-1%,25%,3%,0%,i,·
COc1ccc(NC(=O)c2cnc3c(c2)N(C(=O)Cc2cccc(C(F)(F)F)c2)CCC3)cc1OC,5,?,5%,-7%,?,-2%,4%
O=C(Cc1ccc(OC(F)(F)F)cc1)NCc1nnc2ccc(-c3ccc(F)cc3)nn12,10,-8%,7%,6%,-15%,i,0%
